Screens: PubChem, Southern Research Specialized Biocontainment Screening Center
H1N1 NS1A inhibition = NS1A inhibition, H1N1 influenza, cell based functional assay (AID 504329); 340,000 compounds, 0.3% hits; NS1A functional cell-based assay, percent inhibition; higher % means a stronger effect; inhibition, % at 12.5 µM; hits with a dose series show IC50 in µM; in the data active = a potency from the dose series; inconclusive = inhibition above about 27% without an active follow-up result; also: strong numbers were not always called active
PhoP GFP inhibition = Inhibition of PhoP regulon, Salmonella typhi GFP reporter cells, confirmation, 4 h (AID 1850); 310,000 compounds, 0.33% hits; one-dose inhibition, % at 50 µM; IC50 in µM for titrated hits; Salmonella Typhi PhoP-promoter GFP reporter, fluorescence, 4 h; higher % means a stronger effect; in the data active = a potency from the dose series; inconclusive = inhibition mostly from about 25% at the one dose, without a potency; inactive = the rest, 99 in 100 with inhibition below about 19%;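 also: 0% = induced wells with vehicle and 100% = uninduced wells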
tuberculosis growth = growth inhibition of non-replicating M. tuberculosis (AID 488890); Mycobacterium tuberculosis non-replicating, growth inhibition; higher % means a stronger effect; inhibition, % at 25 µM, or IC50 in µM where a hit was titrated; 320,000 compounds, 0.39% hits; in the data active = a potency from the dose series; inconclusive = inhibition mostly from about 82% at the one dose, without a potency; inactive = the rest, 99 in 100 with inhibition below about 76%;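 also: plate controls were DMSO cells for no effect and high antibiotic wells for full effect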
H37Rv inhibition = M. tuberculosis growth inhibition, HTS (AID 449762); M. tuberculosis H37Rv growth inhibition, 7H9 media; higher % means a stronger effect; inhibition, % at 25 µM; hits with a dose series show IC50 in µM; 330,000 compounds, 0.59% hits; in the data active = a potency from the dose series; inconclusive = inhibition above about 70% without an active follow-up result;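 also: bacterial growth assessed after seven days of incubation; strong numbers were not always called active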
VEEV TC-83 Vero = inhibitors of VEEV TC-83 cytopathic effect, confirmation, Vero cells (AID 588727); Vero cells, VEEV TC-83 cytopathic effect inhibition; higher % means a stronger effect; inhibition, % at 20 µM; hits with a dose series show IC50 in µM; 350,000 compounds, 0.13% hits; in the data active = a potency from the dose series; inconclusive = inhibition mostly from about 14% at the one dose, without a potency; inactive = the rest, 99 in 100 with inhibition below about 12%; also: strong numbers were not always called active
VEEV TC-83 Vero 10K pilot screen = also measured in VEEV TC-83 Vero; calls as there; inhibition, %; measured here: 10K pilot screen inhibition
* = called active by the depositor; i = inactive; ? = inconclusive; · = not tested or not shown.

SMILES	H1N1 NS1A inhibition	PhoP GFP inhibition	tuberculosis growth	H37Rv inhibition	VEEV TC-83 Vero	others
CCOc1ccc(-c2nc(CSc3nnc(N)s3)cs2)cc1OC	-27%	-4%	7%	5%	3.9%
Clc1ccc(N=NN2CCOCC2)cc1	4%	2%	-4%	25%	0.5%
COC(=O)Nc1c(-c2ccccc2)nc2ccccn12	2%	3%	6%	8%	i
COc1ccccc1N(CC(=O)N/N=C(\C)c1ccc(F)cc1)S(=O)(=O)c1ccccc1	1%	·	4%	4%	0.7%
CCOC(=O)CNC(=O)N1CCCC(CNS(=O)(=O)Cc2ccccc2)C1 (centres undefined)	5%	-5%	-1%	-1%	0.9%
CCOc1ccc(C(=O)NC2CCN(CC(=O)NCc3cccs3)CC2)cc1	1%	12%	-2%	-14%	0.5%
COC(=O)C(Cc1ccccc1)NC(=O)CC(C)CC(=O)Nc1ccc(C)cc1 (centres undefined)	-3%	-3%	21%	4%	0.3%
O=C(CSCc1ccccc1)Nc1nccs1	-21%	-2%	25%	-5%	0.5%
COC(=O)c1ccccc1NC(=O)CSc1n[nH]c(CC(C)C)n1	6%	-7%	7%	1%	0.9%
O=C(NCCN1CCOCC1)c1cc2n(n1)C(C(F)(F)F)CC(c1ccc(F)cc1)N2 (centres undefined)	6%	-2%	-6%	-10%	0.2%
CC1Cc2ccccc2N1C(=O)COC(=O)c1cccnc1Cl (centres undefined)	1%	0%	13%	4%	1.7%
O=C(COc1ccc(F)cc1Cl)Nc1ccc(S(=O)(=O)Nc2nccs2)cc1	-10%	-3%	16%	4%	7.4%
Cc1ccc(N(C(=O)c2csnn2)C(C(=O)NC2CCCC2)c2cccnc2)cc1 (centres undefined)	0%	3%	-11%	1%	1.5%
COc1ccc(/C=C(\C#N)c2c[nH]c3ccccc23)cc1	-5%	-17%	19%	?	2.4%
Clc1ccc(CN(CC2CCCO2)C(c2cccs2)c2nnnn2C2CCCC2)cc1 (centres undefined)	4%	-9%	19%	10%	1.9%

The last five entries of the section before lead into the next.
SMILES	H1N1 NS1A inhibition	PhoP GFP inhibition	tuberculosis growth	H37Rv inhibition	VEEV TC-83 Vero	others
CC1Cc2ccccc2N1C(=O)COC(=O)c1cccnc1Cl (centres undefined)	1%	0%	13%	4%	1.7%
O=C(COc1ccc(F)cc1Cl)Nc1ccc(S(=O)(=O)Nc2nccs2)cc1	-10%	-3%	16%	4%	7.4%
Cc1ccc(N(C(=O)c2csnn2)C(C(=O)NC2CCCC2)c2cccnc2)cc1 (centres undefined)	0%	3%	-11%	1%	1.5%
COc1ccc(/C=C(\C#N)c2c[nH]c3ccccc23)cc1	-5%	-17%	19%	?	2.4%
Clc1ccc(CN(CC2CCCO2)C(c2cccs2)c2nnnn2C2CCCC2)cc1 (centres undefined)	4%	-9%	19%	10%	1.9%
Cc1ccsc1C1CC(=O)NC2=C1C(=O)CC(C)(C)C2 (centres undefined)	0%	14%	-13%	-9%	0.3%
Cc1ccc(C(=O)N(CC(C)C)c2nc3ccccc3s2)o1	-5%	1%	14%	16%	0.4%
CC[C@]12C(=O)N(C)C[C@H]([C@@H]3C(=O)N(Cc4ccccc4)C(=O)[C@@H]31)N2C(=O)c1ccccc1	-8%	·	·	·	1.1%
COc1ccc(C(=O)CCC(=O)N2CCN(c3ccccc3)CC2)cc1	5%	-5%	21%	10%	1.3%
O=C(NCCc1c[nH]c2ccccc12)/C(=C/c1cccnc1)NC(=O)c1ccccc1	-1%	0%	-7%	2%	1.6%
COc1cccc(CN(C)S(=O)(=O)c2ccccc2Br)c1	-6%	·	·	·	2.6%
CCCCSc1nc2ccccc2n1CC(=O)O	-24%	2%	-13%	2%	0.7%
Nc1ccc2c(c1)sc1ccccc12	8%	-17%	74%	?	0.5%
Nn1c(SCC(=O)Nc2c(F)cc(F)cc2Br)nnc1C1CCCCC1	-16%	2%	3%	-3%	3.0%
Cc1cc(C(C)(C)C)cc(C)c1CCNC(=O)c1ccc[n+]([O-])c1	-1%	7%	19%	6%	>25µM*
O=C(NC1CCCC1)C(c1cccs1)N(C(=O)c1ccco1)c1ccc2c(c1)OCO2 (centres undefined)	-2%	-2%	-3%	1%	0.1%	VEEV TC-83 Vero 10K pilot screen=0.6
CCc1ccc2c(c1)C(c1ccc([N+](=O)[O-])cc1)=NNC(c1ccccc1)=N2	-9%	-2%	-9%	-9%	0.3%
CCOC(=O)[C@H]1[C@H]2COc3ccc(C)cc3[C@@H]2N2C(=O)c3ccc(F)cc3NC(=O)[C@@]12C	-2%	2%	27%	1%	i
Cc1cc(SCC(=O)OC(C)C(=O)N(C)c2ccccc2)nc2ccccc12 (centres undefined)	10%	-3%	11%	-1%	0.2%
N/C(Cc1ccc(Cl)cc1Cl)=N\OC(=O)Cc1ccc(Cl)cc1	-10%	-5%	52%	3%	1.2%
CCOC(=O)N1CCN(C(=O)Nc2ccc3nc(-c4ccccn4)c(-c4ccccn4)nc3c2)CC1	-5%	4%	6%	3%	2.7%
Cc1ccc(S(=O)(=O)Cc2ccc(C(=O)N3CCN(c4ccc(F)cc4)CC3)o2)cc1	-1%	-1%	·	-2%	2.5%
COc1cc(Cl)c(CNC[C@H]2O[C@@H](n3cnc4c(N)ncnc43)[C@H](O)[C@@H]2O)c(Cl)c1O	-4%	·	·	·	1.6%
COC(=O)C1CCN(C(=O)C2CC(=O)N(c3ccc(C)c(Cl)c3)C2)CC1 (centres undefined)	-2%	·	·	·	0.3%
COc1ccccc1CC(=O)N1CCN(c2ccccn2)CC1	-10%	-8%	-7%	0%	0.9%
O=C(c1ccc2c(c1)ncn2C1CCCCC1)N1CCC2(CC1)OCCO2	·	-14%	-5%	-4%	·
CCn1c(=S)[nH]c2scc(-c3cccs3)c2c1=O	-8%	·	·	·	0.4%
COc1ccc(-c2csc(Nc3ncccc3C)n2)cc1	13%	2%	-2%	?	9.5%
CCC(=O)Nc1ccc(C(=O)NCCCn2ccnc2)cc1	3%	5%	-10%	2%	1.3%	VEEV TC-83 Vero 10K pilot screen=0.4
CN(C)c1ccc(CN(C(=O)c2ccc(Cl)c([N+](=O)[O-])c2)C2CCS(=O)(=O)C2)cc1 (centres undefined)	-11%	-9%	12%	-8%	0.7%
O=C(CCS(=O)(=O)c1ccc(F)cc1)Nc1nnc(-c2cccs2)o1	0%	-4%	?	33%	0.9%
O=C(c1ccncc1)N1CCN(S(=O)(=O)c2cccc(C(F)(F)F)c2)CC1	-10%	·	2%	6%	2.6%
NC(=O)C1(N2CCCCC2)CCN(S(=O)(=O)c2ccccc2)CC1	-3%	-3%	-1%	4%	1.5%
Cc1ccc(-c2nn(-c3ccccc3)cc2/C=N/n2c(-c3cccs3)n[nH]c2=S)cc1	·	5%	2%	23%	8.0%
O=C(N/N=C/c1cccc2ccccc12)C(=O)N1CCCC1	10%	4%	-34%	2%	0.8%
CC(=O)Nc1ccc(NC(=O)CSc2nc(N)c(NC(=O)c3ccco3)c(=O)[nH]2)cc1	17%	-6%	52%	1%	6.2%
COc1ccc(CCNC(=O)C(=O)NCc2cccs2)cc1OC	-10%	9%	-6%	3%	0.6%
CC(C)c1cc(-c2cc(C(=O)NCc3ccccc3)on2)nc(NCC2CC2)n1	-7%	4%	32%	67%	0.7%
CCOC(=O)Cn1cnc2c(nnn2-c2cccc(OC)c2)c1=O	0%	-2%	-9%	-7%	0.5%
COc1cccc(OCc2cc(C(=O)N3CCN(C4CCCCC4)C(=O)C3)no2)c1	-4%	1%	8%	6%	2.4%
COc1cc(C2C(N3C(=O)c4ccccc4C3=O)C(=O)N2c2ccc(C)c(C)c2)cc(OC)c1OC (centres undefined)	12%	-2%	9%	-5%	0.4%
COC(=O)CSc1nnc(CNc2nc(-c3ccccc3)cs2)n1C	-6%	-7%	33%	-8%	0.5%
CS(=O)(=O)c1ccc2nc(NC(=O)CCNC(=O)c3ccc(Cl)cc3)sc2c1	-1%	·	·	·	2.8%
COc1cc(/C=C/C(=O)O[C@H]2[C@H](O[C@@H]3O[C@@H](C)[C@H](O)[C@@H](O)[C@H]3O)[C@@H](O)[C@H](OCCc3ccc(O)c(OC)c3)O[C@@H]2CO)ccc1O	8%	·	-15%	-2%	0.9%	VEEV TC-83 Vero 10K pilot screen=0.9
O=c1[nH]c(=S)n(-c2ccccc2F)c(O)c1C=Nc1ccc(N2CCOCC2)cc1	1%	-9%	-6%	1%	3.6%
CCCCCCC(C)OC(=O)Nc1cccc2ccccc12 (centres undefined)	-4%	-4%	24%	4%	1.0%
C/C(CC(=O)NC1CCCCC1)=N\NC(=O)c1ccccn1	3%	1%	64%	?	i
COc1ccc(OC)c(C2C=C(C34CC5CC(CC(C5)C3)C4)NC(=S)N2)c1 (centres undefined)	10%	3%	57%	11%	i
COc1ccc(NC(=O)C2CCCCC2)cc1S(=O)(=O)N1CCOCC1	-1%	·	-4%	-5%	?
Cc1ccsc1C1C(C#N)=C(N)OC2=C1C(=O)CCC2 (centres undefined)	-12%	2%	-2%	2%	i
CC(=O)c1cc(C#N)c(Oc2ccc(Cl)cc2Cl)nc1C	1%	-14%	13%	8%	0.8%
COc1ccc(NC(=O)c2cc(S(=O)(=O)N3CCCC3)oc2C)cc1	-15%	-21%	5%	6%	i
O=C1C2C(c3ccccc3)C=CC(c3ccccc3)C2C(=O)N1c1ccccn1 (centres undefined)	-16%	-7%	36%	4%	8.7%
COC(=O)Nc1nc2ccccc2[nH]1	-20%	·	·	·	i
NNc1cc(C(=O)O)ccc1Cl	-8%	-4%	-8%	14%	0.1%
O=C1/C(=C/c2cccc(O)c2)SC(=S)N1CC1CCCO1 (centres undefined)	10%	6%	12%	5%	0.5%
CC(Oc1ccccc1)C(=O)N1CCN(c2ccc(N3CCCCCC3)nn2)CC1 (centres undefined)	14%	-5%	22%	4%	9.3%
c1csc(CSc2nc3ccccc3s2)c1	-6%	-21%	47%	8%	0.3%
O=C(NCC1CCCO1)c1cccc(Oc2ccc([N+](=O)[O-])cc2Cl)c1 (centres undefined)	9%	-4%	16%	13%	i
CC(Nc1nc(N2CCOCC2)nc2ccccc12)c1ccccc1 (centres undefined)	1%	2%	?	-5%	0.9%
O=C(CN(Cc1ccco1)C(=O)CCC(=O)Nc1ccccn1)NCCc1ccccc1	-4%	-4%	4%	2%	2.5%
COc1cccc(C=O)c1OCCN1C(=O)c2ccccc2C1=O	-4%	1%	42%	8%	2.2%
COc1cc(Cl)ccc1OCc1cc(C(=O)N2C[C@@H]3CCC[C@H]2C3)no1	-11%	-11%	18%	4%	6.5%
Cc1ccc(-n2cccn2)c(CN2CCCC(CNC(=O)c3ccc(F)cc3)C2)c1 (centres undefined)	1%	-12%	7%	8%	0.4%
CN(c1ccccc1)S(=O)(=O)c1cccc(NC(=O)CSc2n[nH]c(N)n2)c1	-4%	-3%	10%	-3%	i

Next section:
SMILES	H1N1 NS1A inhibition	PhoP GFP inhibition	tuberculosis growth	H37Rv inhibition	VEEV TC-83 Vero	others
CCN(CC)c1ccc(NC(=O)Nc2cccc3ccccc23)cc1	22%	0%	-18%	-9%	0.9%
Cc1cc(C(F)F)nn1CC(=O)NC1CCCC1	3%	3%	-7%	2%	i
Cc1cc(N2C(=O)C(=O)/C(=C(/O)c3ccccc3)C2c2cccc(Br)c2)no1 (centres undefined)	-6%	8%	74%	3%	i
CC1CCc2c(C(=O)NCc3ccccn3)csc2C1 (centres undefined)	29%	1%	37%	1%	i
COc1ccc(C)cc1S(=O)(=O)N(CC(=O)Nc1cccc([N+](=O)[O-])c1)c1ccccc1	3%	4%	10%	3%	1.2%
O=C(O)c1ccccc1-c1ncc(-c2ccccc2)o1	-7%	-2%	-5%	-7%	i
Cc1ccc(S(=O)(=O)NNC(=O)CCC(=O)Nc2ccc(C)c(C)c2)cc1	2%	-10%	-2%	15%	9.2%
O=C(Nc1cc(Cl)ccn1)C1CCN(S(=O)(=O)c2cccs2)CC1	-1%	-2%	12%	0%	5.9%

Compounds listed so far that have a COOH group (3):
SMILES	H1N1 NS1A inhibition	PhoP GFP inhibition	tuberculosis growth	H37Rv inhibition	VEEV TC-83 Vero	others
CCCCSc1nc2ccccc2n1CC(=O)O	-24%	2%	-13%	2%	0.7%
NNc1cc(C(=O)O)ccc1Cl	-8%	-4%	-8%	14%	0.1%
O=C(O)c1ccccc1-c1ncc(-c2ccccc2)o1	-7%	-2%	-5%	-7%	i
